Assay outcomes as filed in PubChem.
Gli-Sufu antag: Gli-Sufu pathway antagonists, primary screen, luciferase luminescence, Sufu-KO-LIGHT cells, uHTS. inhibition, % at 5 µM. 340,000 tested, 0.74% active. AID 588413, 2011. Sufu-KO-LIGHT fibroblasts, Gli luciferase reporter luminescence;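 active = inhibition above about 55%, limit read from the data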;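 note: 0% = DMSO-treated cells and 100% = wells with medium but no cells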
UBC13 polyUb: UBC13 polyubiquitin chain formation inhibitors, primary screen, biochemical, TR-FRET, uHTS. Ubiquitin-conjugating enzyme E2 N (Homo sapiens), P61088. inhibition, % at 20 µM. 330,000 tested, 0.47% active. AID 485273, 2010; in the data active = inhibition above about 45%, passing the limit was not always enough
Target sequence (P61088 whole entry, looked up): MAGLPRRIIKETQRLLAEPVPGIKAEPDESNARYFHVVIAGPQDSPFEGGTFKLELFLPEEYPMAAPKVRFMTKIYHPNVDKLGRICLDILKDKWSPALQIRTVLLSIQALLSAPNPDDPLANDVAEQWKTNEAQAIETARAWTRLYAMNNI
ATG4B inh: ATG4B protease inhibitors, primary screen, biochemical, fluorescence, uHTS. ATG4B cleavage of LC3-PLA2, NBD-HPC fluorescence, 1 h. Cysteine protease ATG4B (Homo sapiens), Q9Y4P1. inhibition, % at 8.33 µM. AID 504462, 2011. 340,000 tested, 0.51% active; in the data active = inhibition above about 40%
CXCR6 inh: CXCR6 receptor inhibitors, primary screen, cell-based, beta-arrestin, luminescence, CHO-K1 PathHunter, 1536-well | C-X-C chemokine receptor type 6 (Homo sapiens), O00574 | inhibition, % at 20 µM | 360,000 tested, 0.36% active | AID 602244, 2012; in the data active = inhibition above about 34%, passing the limit was not always enough;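 note: antagonist mode with CXCL16 agonist at 10 nM final; 0% = 10 nM CXCL16 with DMSO and 100% = unstimulated wells without agonist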
Target sequence (O00574 whole entry, looked up): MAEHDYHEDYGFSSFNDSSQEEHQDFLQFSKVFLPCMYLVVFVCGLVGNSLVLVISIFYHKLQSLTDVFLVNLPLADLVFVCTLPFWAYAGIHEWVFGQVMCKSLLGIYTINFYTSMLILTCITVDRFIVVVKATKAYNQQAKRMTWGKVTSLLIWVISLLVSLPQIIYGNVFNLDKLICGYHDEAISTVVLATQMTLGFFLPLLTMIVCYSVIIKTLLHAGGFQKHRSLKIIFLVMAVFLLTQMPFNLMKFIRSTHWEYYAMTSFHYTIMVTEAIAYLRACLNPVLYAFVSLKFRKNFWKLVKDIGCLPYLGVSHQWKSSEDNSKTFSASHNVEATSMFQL
APJ antag: antagonists of human apelin receptor APJ, primary screen, CHO-K1 cells, beta-arrestin complementation, luminescence; P35414; inhibition, % at 20 µM; 330,000 tested, 0.32% active;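 active = inhibition above about 40% at 20 µM, limit read from the data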;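 note: cells challenged with 10 nM apelin-13 agonist together with compound; plate controls were apelin-13 plus DMSO wells for no effect and DMSO wells lacking apelin-13 for full effect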
APJ ag: agonists of human apelin receptor APJ, primary screen, CHO-K1 cells, PathHunter beta-arrestin, luminescence; 0% DMSO wells, 100% apelin; activation, % at 20 µM; 330,000 tested, 0.11% active; AID 2520, 2010;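 active = activation more than six SD over the plate average, tested at 20 µM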;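 note: 0% = DMSO alone and 100% = apelin-13 at 10 nM; some results filed as inactive read as strong as hits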
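assay system = CHO-K1 APJ beta-arrestin complementation cell line | input = cell density 1000 per well | dosing = compound 20 µM once, DMSO 1% | timing = compound 90 min 25 °C, reagent 1 h | measured by = luminescence from split beta-galactosidase complementation, Galacton Star/Emerald II substrate | read-out basis = APJ agonist activity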
EBI2 block: EBI2 receptor antagonists, beta-arrestin recruitment, primary screen, cell-based, luminescence, 7a,25-OHC stimulation, uHTS. inhibition, % at 5 µM. G-protein coupled receptor 183 (Homo sapiens), P32249. 7a,25-OHC stimulated. 360,000 tested, 0.81% active; in the data active = inhibition above about 38%;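 note: enzyme fragment complementation signal reports receptor beta-arrestin coupling in cells; 0% = agonist plus DMSO wells and 100% = wells without agonist; some results beyond the cut were filed as inactive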
Target sequence (P32249 whole entry, looked up, the tested form may be a part): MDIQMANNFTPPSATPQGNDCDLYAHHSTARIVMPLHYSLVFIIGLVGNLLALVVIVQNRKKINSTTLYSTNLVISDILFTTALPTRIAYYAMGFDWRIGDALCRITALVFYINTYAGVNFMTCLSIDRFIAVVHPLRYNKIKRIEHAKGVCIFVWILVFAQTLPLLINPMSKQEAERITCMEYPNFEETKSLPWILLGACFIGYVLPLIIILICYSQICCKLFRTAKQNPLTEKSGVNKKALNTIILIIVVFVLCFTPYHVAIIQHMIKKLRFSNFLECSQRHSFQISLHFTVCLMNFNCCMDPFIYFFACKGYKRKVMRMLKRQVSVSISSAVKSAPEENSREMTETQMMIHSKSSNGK
CCR6 antagonist: CCR6 receptor antagonists, primary screen, cell-based, CHO-K1, luminescence, beta-arrestin, uHTS. CHO-K1 CCR6 PathHunter beta-arrestin, CCL20-stimulated. 340,000 tested, 0.49% active. inhibition, % at 20 µM. C-C chemokine receptor type 6 (Homo sapiens), P51684. AID 493098, 2011;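 active = compounds whose inhibition of the agonist-driven luminescence signal at 20 µM reaches about 50%, limit read from the data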;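 note: cells stimulated with CCL20 at 14 nM final; plate controls were DMSO with CCL20 for no effect and DMSO without agonist for full effect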
Starred values were filed as active, the others as inactive; x = no result given.

nr | SMILES | Gli-Sufu antag | UBC13 polyUb | ATG4B inh | CXCR6 inh | APJ antag | APJ ag | EBI2 block | CCR6 antagonist
1 | O=C(NCCN1CCN(c2ccccc2)CC1)c1ccc2c(c1)[nH]c(=S)n1c3ccccc3nc21 | 2 | 47* | -2 | -2 | 17 | -1 | -3 | 5
2 | O=C1S/C(=C\C=C\c2ccco2)C(=O)N1c1ccccc1 | -2 | 1 | 1 | 2 | 13 | 1 | -1 | 14
3 | CCN1CCN(c2cc(C)c3cc(NC(=O)Cc4ccc(OC)c(OC)c4)ccc3n2)CC1 | 10 | 6 | -7 | 5 | -7 | 0 | 1 | 22
4 | CCOC(=O)Cc1csc(NC(=O)c2csc(C)c2)n1 | 2 | 5 | -8 | 4 | -26 | -2 | -20 | -4
5 | Cc1ccc2nc(N(CCCN(C)C)C(=O)c3ccc(S(=O)(=O)N4CCOCC4)cc3)sc2c1 | 49 | 15 | -2 | -1 | 0 | 2 | -9 | 2
6 | CC1CCc2sc3c(c2C1)c(=O)n(CC(=O)O)c(=O)n3Cc1ccc(Cl)cc1 (stereo unspecified) | -6 | 0 | 10 | -5 | 4 | -4 | -3 | 9
7 | CCNc1ccc(Br)cc(C(=O)/C=C/c2c(Cl)cccc2Cl)c1=O | 11 | -26 | 34 | 14 | -25 | 1 | 9 | 24
8 | COc1ccc(-n2c(-c3ccccc3)cc3c2CCCC3=O)cc1 | 1 | -2 | 6 | 2 | 8 | -4 | 2 | 8
9 | CCn1c(CNc2ccccc2Cl)nnc1SCC(=O)NCc1ccccc1 | 3 | -3 | -12 | -4 | 15 | -1 | -5 | 11
10 | Cc1[nH]n(-c2ccccc2)c(=O)c1N=Nc1ccccc1O | 55 | -129 | 5 | 24 | 12 | -5 | 37 | 36
11 | O=C1N(c2ccccc2)C[C@@H]2C[C@@H](c3cc4ccccc4o3)N3CCC[C@@]123 | 76* | 1 | 16 | 3 | -5 | -1 | 11 | 17
12 | CCN1CCN(Cc2cc(=O)oc3cc4c(cc23)CCC4)CC1 | 4 | 3 | -16 | -8 | -15 | -2 | -8 | 10
13 | CCc1ccc(C(=O)NNC(=O)C2CCN(c3ncnc4sc(C)c(C)c34)CC2)cc1 | -8 | 9 | -2 | 4 | -1 | -2 | 27 | -1
14 | CSc1cccc(NC(=O)CSc2nc3ccccc3o2)c1 | -12 | 5 | -7 | 2 | 13 | 0 | 0 | 10
15 | COc1ccc(/C=C\C(=O)NCc2ccc3[nH]c(C)cc3c2)cc1OC | -4 | 2 | -24 | -1 | 0 | 11 | 1 | 10
16 | O=C(Nc1ccccc1F)c1ccc([N+](=O)[O-])s1 | -4 | -24 | 10 | -12 | -20 | 2 | -6 | -2
17 | C=CCc1cccc(CNn2cnnc2)c1O | 0 | -6 | 4 | 62* | 16 | -4 | -5 | 20
18 | N#Cc1ccc(NC(=O)Cn2c3[n+](c4ccc(C(F)(F)F)cc42)CCCCC3)cc1 | 47 | 1 | 2 | 2 | -8 | 0 | -4 | 16
19 | CCn1c(SCC(=O)Nc2cccc(C)n2)nc2c1c(=O)n(C)c(=O)n2C | 4 | 8 | -5 | -4 | 10 | -1 | -9 | 12
20 | O=[N+]([O-])c1ccc(/C=C/c2ccncc2)cc1 | -12 | x | -8 | -5 | x | x | -4 | 5
21 | O=C(/C=C/c1cccc(F)c1)OCC(=O)N1CCCc2ccccc21 | -7 | -1 | 5 | -1 | 16 | 3 | 0 | 14
22 | NS(=O)(=O)c1ccc(CNS(=O)(=O)c2ccc3ccccc3c2)cc1 | 4 | -3 | 8 | 0 | 23 | 1 | -1 | 17
23 | C=CCn1c(SCC(=O)Nc2nc3ccccc3s2)nnc1-c1ccccc1O | 14 | 1 | -3 | 0 | -22 | 5 | 16 | 3
24 | Cc1c(C(=O)NCc2ccccc2)oc2c1C(=O)CCC2 | 9 | 5 | -7 | -4 | 15 | -2 | 4 | 3
25 | Cc1n[nH]c(C)c1CS(=O)(=O)c1ccccc1 | 12 | -3 | -2 | 12 | 8 | -3 | 1 | 0
26 | COc1ccc(C(=O)Nc2ccc3ccccc3n2)cc1OC | -70 | 8 | -1 | 2 | 4 | -2 | -3 | 5
27 | O=c1c(-c2ccco2)[n+]([O-])c2ccccc2n1OCc1ccccn1 | 5 | x | -6 | 4 | x | x | 11 | -1
28 | Fc1ccccc1OCCCCSc1ncccn1 | -31 | -7 | 2 | -2 | 5 | 0 | -4 | -5
29 | CSCC[C@H](NC(=O)OC(C)(C)C)c1nnc(SCc2ccc(F)cc2)o1 | 11 | 0 | 2 | 2 | 10 | -3 | 7 | 23
30 | CCC(C)n1nccc1NC(=O)C(C)Cl (stereo unspecified) | 20 | -6 | -5 | 5 | -9 | -3 | 3 | 6
31 | CCCC1SCC(C)(C)NC1=O (stereo unspecified) | -2 | x | -5 | -2 | x | x | -4 | -3
32 | COc1ccc(/C=C2\SC(=S)N(CCCC(=O)Nc3ccccc3C(=O)O)C2=O)cc1OC | 1 | 9 | 10 | 13 | -18 | -6 | -1 | 17
33 | O=c1[nH]cccc1-c1nc2ccccc2n1Cc1ccc(Cl)cc1 | 3 | 20 | -10 | -19 | 10 | -2 | 5 | 5
34 | CC(C)N1C(=O)C(=O)N(CC(=O)N2c3ccccc3NC(=O)CC2C)C1=O (stereo unspecified) | -8 | 2 | 2 | -2 | -23 | 3 | -7 | 5
35 | Cn1c(Oc2ccccc2NCc2cc(Br)ccc2O)cc(=O)n(C)c1=O | 5 | -2 | 1 | -3 | 2 | 2 | 8 | 19
36 | CCC(=O)Nc1nc(C)cc(SCC(=O)OC)n1 | -17 | 3 | 7 | -4 | 1 | -3 | -11 | -15
37 | O=S1(=O)c2ccc(Br)cc2N2CCC[C@@H]2CN1Cc1ccccc1 | 4 | x | x | 1 | x | x | 11 | 24
38 | Cc1nc2ccccc2n1S(=O)(=O)c1ccc(Br)cc1 | 0 | 4 | 1 | -2 | 17 | 0 | -10 | -15
39 | COc1ccc(CCNC(=O)COC(=O)COc2c(C)cc(C)cc2C)cc1OC | 2 | 2 | 1 | 10 | 11 | -5 | -1 | 8
40 | CC(=O)c1c(C)[nH]c(C(=O)CN2C(=O)NC(C)(c3ccc4c(c3)OCCO4)C2=O)c1C (stereo unspecified) | -4 | -4 | 6 | -9 | 5 | 1 | 2 | 1
41 | Cc1cc(NS(=O)(=O)c2ccc(NC(=O)CCc3ccccc3)cc2)no1 | 12 | 0 | -5 | 1 | 23 | -1 | 3 | -6
42 | CN(Nc1cccc(Cl)c1)c1cccc(Cl)c1 | -17 | x | 20 | 0 | x | x | -1 | 14
43 | CCN(CC)c1ccc(C(=O)NNC(=O)c2cccn2C)cc1 | -57 | -1 | -2 | 4 | 2 | 3 | -5 | -2
44 | Cc1ccc(N2CCN(CC3CC=CCC3)CC2)cc1 (stereo unspecified) | -2 | -11 | -1 | -2 | -3 | 1 | -9 | 9
45 | CC(C)(CNC(=O)c1ccc(NS(=O)(=O)c2ccc(F)c(F)c2)cc1)N1CCOCC1 | -4 | 1 | 6 | 7 | -6 | -3 | -1 | 8
46 | O=C(OCC(=O)c1ccc[nH]1)c1ccc(F)c(S(=O)(=O)N2CCOCC2)c1 | -4 | -11 | 1 | -2 | 5 | -1 | -6 | 14
47 | CCn1c(SCc2ccccc2)nnc1-c1cccnc1 | -6 | 2 | -11 | -3 | -1 | -2 | -3 | 6
48 | O=C(C(Cc1ccccc1)N1C(=O)c2ccccc2C1=O)N1CCc2ccccc21 (stereo unspecified) | 10 | -4 | 7 | 15 | 31 | -3 | 0 | 21
49 | CCOc1ccc(NC(=O)CN2CCN(CC(=O)Nc3ccccc3OC)CC2)cc1 | 2 | 20 | -11 | 0 | -12 | -1 | -9 | -4
50 | C/C(=N\NC(=O)Cn1cnc2ccccc21)c1cccs1 | 4 | -10 | -4 | 8 | 6 | -1 | 9 | 11
51 | COC(=O)CCNC(=O)Cc1ccc(S(=O)(=O)N2CCCCC2)s1 | -8 | -8 | -5 | -4 | -2 | 0 | 6 | 13
52 | c1cc2cc(-c3c(-c4ccc5c(c4)OCO5)noc3-c3ccsc3)ccc2[nH]1 | 3 | 4 | 19 | 32 | 10 | 3 | 6 | -11
53 | COc1cc(-n2c(=O)c3ccccc3n(Cc3cccc(C)c3)c2=O)cc(OC)c1OC | -1 | 0 | -3 | 0 | 20 | -3 | -5 | 8
54 | Cc1nc(Nc2ccc(Br)cc2Br)c([N+](=O)[O-])c(=O)[nH]1 | 1 | -10 | 3 | 0 | 10 | 3 | 2 | -2
55 | CCOc1ccc(NC(=O)c2ccccc2OC)cc1 | -8 | 9 | 6 | 6 | -8 | -9 | 0 | 8
56 | Cc1nc2cc(-c3cccs3)nn2c(NCC(C)(C)CN(C)C)c1C | 3 | -6 | 4 | -2 | 10 | -5 | -7 | 20
57 | COCCCNC(=O)c1cccs1 | -9 | -8 | 3 | 3 | 6 | -2 | -10 | 11
58 | CN1CCN(CC(C)(C)NS(=O)(=O)c2ccccc2)CC1 | 13 | 15 | -4 | -6 | 0 | -3 | -6 | -3
59 | CC1CN(C(=O)CN(C)S(=O)(=O)c2ccc3ccccc3c2)CC(C)O1 (stereo unspecified) | 3 | -4 | -5 | -6 | 4 | -1 | -2 | 8
60 | Nc1nc(N)nc(-c2ccc(Cl)c(Cl)c2)n1 | -114 | 14 | -8 | 2 | -3 | -2 | 3 | -9

Next section.
nr | SMILES | Gli-Sufu antag | UBC13 polyUb | ATG4B inh | CXCR6 inh | APJ antag | APJ ag | EBI2 block | CCR6 antagonist
61 | Cc1cc(C(=O)NCC(=O)OCC(=O)N(C2CCCCC2)C2CCCCC2)ccc1[N+](=O)[O-] | -13 | -8 | 1 | -2 | 8 | -3 | 81* | 11
62 | CCOc1ccccc1N(CC(=O)NC1CCCCC1)C(=O)CCC(=O)Nc1nccs1 | 7 | 1 | -9 | -8 | 10 | 1 | -3 | 14
63 | O=C1/C(=C\c2ccc(O)c(O)c2)SC(=S)N1Cc1ccccc1 | 3 | -74 | 34 | 52* | 56* | -8 | 15 | 71*
64 | CCC(C)c1ccccc1N1CC(C(=O)Nc2ccccc2N2CCCC2)CC1=O (stereo unspecified) | 6 | 12 | 4 | 13 | 5 | -3 | 4 | 19
65 | Cc1ccc(SCC(=O)NCc2cccnc2)cc1 | 4 | -17 | 2 | -2 | 0 | -4 | -10 | 9
66 | O=C(COC(=O)c1c[nH]c2ccccc12)Nc1ccccc1 | -10 | 11 | -9 | -7 | 10 | -1 | -6 | -7
67 | O=C(/C=C/c1ccccc1)NC(=S)NNC(=O)c1ccco1 | -20 | -1 | 2 | 16 | 22 | -4 | -4 | 15
68 | NC(=O)c1ccsc1NC(=O)CSc1ccccc1F | -45 | 8 | -2 | -2 | 12 | 0 | -6 | 8
69 | Cc1ccc(S(=O)(=O)N2CCC(C(=O)N/N=C/c3cccn3C)CC2)cc1 | 7 | -6 | -5 | 8 | 22 | -4 | 26 | 10
70 | O=C(NCc1ccco1)C(=O)NCC1OCCN1S(=O)(=O)c1cc(F)ccc1F (stereo unspecified) | 6 | -3 | -5 | 6 | 6 | -5 | -1 | -11

Two entries from above, screen by screen:
10	Cc1[nH]n(-c2ccccc2)c(=O)c1N=Nc1ccccc1O
11	O=C1N(c2ccccc2)C[C@@H]2C[C@@H](c3cc4ccccc4o3)N3CCC[C@@]123

screen / no. | 10 | 11
Gli-Sufu antag | 55 | 76*
UBC13 polyUb | -129 | 1
ATG4B inh | 5 | 16
CXCR6 inh | 24 | 3
APJ antag | 12 | -5
APJ ag | -5 | -1
EBI2 block | 37 | 11
CCR6 antagonist | 36 | 17
